From PubChem BioAssay
MEKK3 PB1 HTS – MEKK3-MEK5 PB1 interaction, increase or decrease | Q99759 | bead-based flow cytometry, Alexa488-MEK5 binding to MEKK3; actives lie on both sides; 0 = blocked by unlabeled MEK5, 100 = vehicle | binding response (% of control), % at 10 µM | 1.4% of 290,000 active | AID 1529;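 active means binding response more than 3 SD above or below the average of its plate-row segment, actives on both sides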;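 further: Alexa488 bead fluorescence after subtracting the streptavidin-only scavenger bead signal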
Target sequence (Q99759 whole entry, looked up): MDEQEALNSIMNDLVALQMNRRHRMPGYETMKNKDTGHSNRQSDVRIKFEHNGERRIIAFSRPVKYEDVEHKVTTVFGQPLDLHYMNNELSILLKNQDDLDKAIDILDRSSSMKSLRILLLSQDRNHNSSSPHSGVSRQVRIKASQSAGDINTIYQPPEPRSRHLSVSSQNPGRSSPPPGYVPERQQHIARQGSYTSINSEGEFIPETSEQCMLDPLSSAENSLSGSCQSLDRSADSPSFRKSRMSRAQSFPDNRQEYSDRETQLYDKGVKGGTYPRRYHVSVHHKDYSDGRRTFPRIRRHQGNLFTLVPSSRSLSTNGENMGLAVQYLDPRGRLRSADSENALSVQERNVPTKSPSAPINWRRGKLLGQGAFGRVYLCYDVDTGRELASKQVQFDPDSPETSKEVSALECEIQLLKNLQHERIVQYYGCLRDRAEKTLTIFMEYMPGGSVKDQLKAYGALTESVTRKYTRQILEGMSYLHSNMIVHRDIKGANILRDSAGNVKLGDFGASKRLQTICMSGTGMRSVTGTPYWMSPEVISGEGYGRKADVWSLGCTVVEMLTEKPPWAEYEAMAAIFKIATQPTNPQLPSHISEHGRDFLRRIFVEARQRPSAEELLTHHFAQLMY
PHOSPHO1 inh – inhibitors of human PHOSPHO1 phosphatase. AID 1565. Q8TCT1. recombinant PHOSPHO1, absorbance phosphatase assay. inhibition, % at 13.3 µM. 1.1% of 290,000 active; in the data active means inhibition above about 60%
GPR7 antagonist – antagonists of human GPR7 (neuropeptides B/W receptor 1). inhibition, % at 4.4 µM. 1.1% of 290,000 active. GPR7-expressing cells, fluorescence antagonist assay. P48145; in the data active means inhibition above about 16%, passing the limit was not always enough;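 further: cells stimulated with the agonist NPW; 0% = agonist with vehicle and 100% = vehicle without agonist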
M18AAP inhibitor – blocks P. falciparum M18 aspartyl aminopeptidase; recombinant PfM18AAP, H-Glu-NHMec fluorogenic cleavage; inhibition, % at 7.35 µM; 1.2% of 290,000 active; AID 1822;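 active means inhibition above the campaign mean inhibition over all tested compounds plus 3 SD, cut at about 28% in these data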;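 further: 0% = plate median of test compound wells and 100% = 2 mM ZnCl2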
MEKK2 WT-MEK5 – raises or lowers MEK5 binding to wildtype human MEKK2 PB1 domain; Q9Y2U5; bead flow cytometry, Alexa488-MEK5 binding to MEKK2 WT; actives lie on both sides; binding response (% of control), % at 10 µM; 1.1% of 290,000 active; AID 1531; in the data active means binding response below about 67% or above about 130%
MEKK2 mut-MEK5 – signal of MEK5 binding to mutant human MEKK2 PB1 domain | AID 1530 | percent response, % at 10 µM | bead flow cytometry, Alexa488-MEK5 binding to MEKK2 mutant | 0.35% of 290,000 active; in the data active means percent response above about 24%, passing the limit was not always enough; further: inactives centre near 1; some results filed as inactive read as strong as hits; reference of the scale not given here
FID counter – counter-screen for HCV NS3 helicase inhibitors: DNA intercalator displacement; 0.17% of 290,000 active; AID 1845; inhibition, % at 7.9 µM; DNA fluorescent intercalator displacement, fluorescence; in the data active means inhibition above about 37%;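 further: 0% = vehicle and 100% = reference compound; higher means more ethidium bromide displaced from hairpin DNA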
OXTR ag – human OXTR agonism; P30559; CHO-OTR cells, Fluo-8 calcium fluorescence; normalized: DMSO 0%, oxytocin 100%; activation, % at 3 µM; 0.32% of 320,000 active; AID 2435;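 active means activation above the mean of all tested compounds plus 3 SD, cutoff set per screening run, cut at about 20% in these data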;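 further: peak over basal fluorescence ratio from a 100 s FLIPR kinetic read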
Target sequence (P30559 whole entry, looked up): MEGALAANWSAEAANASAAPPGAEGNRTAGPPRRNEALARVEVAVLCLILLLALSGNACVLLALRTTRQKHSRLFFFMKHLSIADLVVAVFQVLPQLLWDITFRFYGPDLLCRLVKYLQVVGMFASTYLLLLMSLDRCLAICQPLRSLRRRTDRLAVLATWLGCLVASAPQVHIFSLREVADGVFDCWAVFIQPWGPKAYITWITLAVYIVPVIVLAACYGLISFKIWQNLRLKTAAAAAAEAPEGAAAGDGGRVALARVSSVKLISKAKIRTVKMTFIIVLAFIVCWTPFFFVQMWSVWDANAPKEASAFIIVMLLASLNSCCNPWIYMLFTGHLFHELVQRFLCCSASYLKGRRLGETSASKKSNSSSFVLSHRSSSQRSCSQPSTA
NALP1 inh – blocks the NALP1 inflammasome reconstituted in yeast | 0.61% of 280,000 active | inhibition, % at 10 µM | S. cerevisiae NALP1/ASC/caspase-1 growth, X-gal OD620, 72 h; in the data active means inhibition mostly above about 24%, no sharp cut-off; inactive means mostly below about 32%; further: some compounds called inactive have numbers as strong as hits
* marks the source's active call; other numbers are inactive results; nt = not tested or not shown.

SMILES	MEKK3 PB1 HTS	PHOSPHO1 inh	GPR7 antagonist	M18AAP inhibitor	MEKK2 WT-MEK5	MEKK2 mut-MEK5	FID counter	OXTR ag	NALP1 inh
CCC(=O)c1ccc(OCC(O)CN(C)C2CCCCC2)cc1 (stereo not given)	100	-7	-9	4	96	-3	3	0.8	17
O=C(NNC(=O)C(c1ccccc1)c1ccccc1)c1ccccn1	104	-7	-22	8	105	2	-7	0.0	-5
O=C(NNc1cc(C(F)(F)F)ccc1Cl)c1ccc(=O)[nH]c1	101	-10	-13	44*	99	-4	0	0.4	15
COC(=O)CCC(=O)NC(=S)Nc1cc(Cl)ccc1Cl	100	26	-4	-2	101	3	-5	0.1	42*
CC(C(=O)NCc1ccccc1)N(Cc1ccccc1Cl)C(=O)c1snc(C(N)=O)c1N (stereo not given)	106	18	0	9	103	0	-34	1.4	13
COc1ccc(NC(=O)NNC(=O)COc2ccc3cc(Br)ccc3c2)c(OC)c1	100	38	-11	0	105	7	-12	0.3	15
Cc1cccc(C)c1NC(=O)/C(=C/c1ccco1)c1ccccc1	97	11	8	-15	99	-2	-18	17	12
CCN(CC)S(=O)(=O)N1CCN(S(=O)(=O)N2CCOCC2)CC1	92	46	7	6	93	-1	-2	-0.1	-38
CCOc1ccc(S(=O)(=O)NN2Cc3ccccc3C2=N)cc1	67	28	-1	-17	66	-15	-7	0.6	13
COc1cccc(-c2cc(C(=O)Nc3cc(C)on3)no2)c1	96	11	6	-12	100	4	-1	12	8

The last 6 entries of the part before lead into the next.
SMILES	MEKK3 PB1 HTS	PHOSPHO1 inh	GPR7 antagonist	M18AAP inhibitor	MEKK2 WT-MEK5	MEKK2 mut-MEK5	FID counter	OXTR ag	NALP1 inh
CC(C(=O)NCc1ccccc1)N(Cc1ccccc1Cl)C(=O)c1snc(C(N)=O)c1N (stereo not given)	106	18	0	9	103	0	-34	1.4	13
COc1ccc(NC(=O)NNC(=O)COc2ccc3cc(Br)ccc3c2)c(OC)c1	100	38	-11	0	105	7	-12	0.3	15
Cc1cccc(C)c1NC(=O)/C(=C/c1ccco1)c1ccccc1	97	11	8	-15	99	-2	-18	17	12
CCN(CC)S(=O)(=O)N1CCN(S(=O)(=O)N2CCOCC2)CC1	92	46	7	6	93	-1	-2	-0.1	-38
CCOc1ccc(S(=O)(=O)NN2Cc3ccccc3C2=N)cc1	67	28	-1	-17	66	-15	-7	0.6	13
COc1cccc(-c2cc(C(=O)Nc3cc(C)on3)no2)c1	96	11	6	-12	100	4	-1	12	8
O=C(CCn1c(=O)[nH]c2ccsc2c1=O)NCCc1ccc(Cl)cc1	99	-2	5	8	100	0	-8	-0.2	3
COc1ccccc1C(=O)Nc1ccc2c(c1)OCCO2	105	-5	-9	-5	109	7	-6	0.0	20
O=Cc1cn(CCC(=O)O)nc1-c1cccc(Br)c1	118	45	-7	2	106	0	2	1.0	5
O=C(CC1C(=O)NCCN1CC(c1ccccc1)c1ccccc1)NCCc1cn[nH]c1 (stereo not given)	90	54	4	0	106	-29	-10	-0.2	0
CCN1C(=C(C#N)C#N)C=Cc2cc(C)ccc21	107	-26	-23	-6	109	5	-4	-1.3	12
COc1ccccc1NC(=O)NNC(=O)c1ccc2ccccc2c1O	101	38	-7	33*	103	3	-14	nt	4
Cc1ccc(OCC(=O)c2cc(C)n(C)c2C)c([N+](=O)[O-])n1	97	-20	-9	1	98	-1	-4	-1.3	25
Cc1ccccc1C(=O)N1N=C(c2cccc(NS(C)(=O)=O)c2)CC1c1cccs1 (stereo not given)	102	33	8	-15	101	6	-31	1.2	12
COc1ccc(C(C(=O)NC(C)(C)C)N(Cc2ccco2)C(=O)CCC(=O)Nc2ccccn2)cc1 (stereo not given)	103	19	-2	1	103	1	-35	0.0	12
CC1=C(C(=O)N2CCOCC2)C(c2ccccc2F)C2=C(CCCC2=O)N1 (stereo not given)	103	4	1	-3	103	1	1	0.0	23
O=C(c1cc(-c2ccc(Br)cc2)on1)N1CCCC1	101	20	-19	1	97	0	-24	-0.2	20
CCOc1ccc(S(=O)(=O)N(C)c2ccc(OCC(=O)NCCc3ccc(OC)cc3)cc2)cc1	86	4	-1	2	80	-25	-7	4.9	nt
CC(C)=CCN1CCN(Cc2cnc(C)s2)CC1CCO (stereo not given)	93	20	-6	-3	91	-9	-5	0.4	-6
Cc1c(C2Nc3ccccc3NC3=C2C(=O)CC(C)(C)C3)cnn1C (stereo not given)	122	15	-4	-6	100	5	2	0.1	-3
COc1ccccc1OCCCCOc1ccccc1F	nt	11	-11	0	nt	nt	-11	-0.9	13
O=C(NCC1OCCc2ccccc21)c1ccc(NC(=O)c2ccc(Cl)cc2)cc1 (stereo not given)	134*	-20	-13	2	112	2	0	3.6	23
CC(C)Cc1cc(C(=O)N2CCCC(CCC(=O)N(C)CCc3ccccn3)C2)no1 (stereo not given)	95	34	-4	3	92	-7	-25	-1.5	15
O=C(CSc1nc2ccccc2c(=O)n1-c1ccc(OC(F)F)cc1)NCc1cccs1	138*	-21	-5	-6	105	0	-5	-1.4	21
CCCCC(NS(=O)(=O)c1ccc(OC)cc1)C(=O)O (stereo not given)	92	7	-3	-1	95	-7	1	0.1	-1
Cc1cc(C)cc(NC(=O)CCc2nc3ccccc3[nH]2)c1	100	44	-3	1	100	0	5	1.6	-2
COc1ccc(NC(=O)C2=Cc3ccccc3OC2)cc1	99	-29	1	4	95	-2	12	-1.5	11
CCOC(=O)CN(C)C(=O)CCc1nnc(-c2ccc(-c3ccccc3)cc2)o1	111	-28	-5	1	114	8	-37	4.5	4
N#Cc1cnn2c(-c3ccccc3)ccnc12	100	-31	-8	-9	100	4	0	-2.2	26
O=C(Oc1c(Cl)cc(Cl)c2cccnc12)c1cccs1	92	-4	-3	-8	102	-1	-2	-1.8	-3
Cc1cc(NC(=O)C2CCCN(S(=O)(=O)c3c(C)noc3C)C2)no1 (stereo not given)	96	-3	2	3	101	-7	-1	0.3	-4
Cc1ccc(NC(=O)CSC2=C(C#N)C(c3ccco3)C3=C(CC(C)(C)CC3=O)N2)cc1 (stereo not given)	96	10	-2	19	94	-2	-3	2.3	11
CCOC(=O)C1CCCN(c2nc3ccccc3nc2C(C#N)C(=O)OCCOC)C1 (stereo not given)	100	3	-8	1	97	1	-24	-2.1	5
COc1ccc(N(C(C)=O)S(=O)(=O)c2cccc3cccnc23)cc1	105	-8	-9	-2	106	0	-4	0.1	26
CCCn1c(/N=C/c2c[nH]c3ccccc23)nc2ccccc21	101	-110	-10	1	104	-3	-2	-0.4	3
CCOc1ccc(N=NC2C(=O)N(C(N)=S)N=C2C)cc1 (stereo not given)	110	8	-5	3	111	4	-7	-1.6	4
O=C(Nc1csc(Cc2c(Cl)cccc2Cl)n1)NN1CCOCC1	104	29	-21	0	105	5	-33	-1.6	17
COc1ccc(CN2CCN(Cc3cccn3-c3ncccn3)CC2CCO)c(C)c1C (stereo not given)	103	28	-13	-1	113	9	8	0.4	-2
CCCn1c(SCc2nc(N)nc(N3CCCCC3)n2)nc2c1c(=O)n(C)c(=O)n2C	89	8	-5	-7	81	-14	-27	-1.7	-3
CCCCc1ccc(NC(=O)CSc2nnc(CNC(=O)c3ccco3)o2)cc1	100	32	-6	2	101	1	-35	5.9	15
C=CCn1cc(C(=O)NCc2ccc3c(c2)OCO3)c(=O)c2cc(S(=O)(=O)N(CC)CC)ccc21	95	0	-6	-4	95	-1	-1	nt	19
CCOc1cc(/C=C2\SC(=Nc3ccc(CC)cc3)NC2=O)ccc1OCC(=O)O	97	15	14	15	102	-3	0	-1.1	-6
COCCNc1nc(CSc2ccccc2)nc2sc(C)c(C)c12	100	-9	-10	-5	110	-3	-19	-3.3	21
Cc1cccc(C(=O)NCCCNC(=O)c2cccnc2)c1	101	0	3	-3	100	3	-5	0.5	-13
O=C(N/C(=C\c1ccccc1)C(=O)N1CCCCC1)c1ccco1	100	-9	-17	-9	96	-3	-20	0.2	15
O=C(N/N=C/c1cccc([N+](=O)[O-])c1)c1ccc(CN2CCOCC2)cc1	96	-7	-8	0	100	-2	1	0.3	9
N#C/C(=C\c1ccc(N2CCCCC2)o1)C(=O)Nc1cccc(Br)c1	89	-17	11	0	79	0	1	187*	30
CC(C)OC(=O)Nc1ccc(-c2ccc(NC(=O)OC(C)C)cc2Cl)c(Cl)c1	107	30	-21	-1	110	10	-4	-0.5	4
O=C(NCc1ccc(F)cc1)c1cc(-c2ccncc2)nc2ccccc12	99	6	-11	-14	92	-8	-28	4.2	18
O=C(O)c1ccc2c(c1)N(Cc1ccccc1)C(=O)c1ccccc1S2=O (stereo not given)	107	10	3	8	112	6	-18	0.1	18
COCCNC(=O)C1CC(=O)N(C2CCCC2)C1 (stereo not given)	96	37	5	2	100	1	2	1.4	13
CC(C)Nc1ncnc2c1cnn2Cc1ccc(Cl)cc1	103	38	4	-5	103	3	-18	1.2	16
COc1cccc(CNS(=O)(=O)c2c(C(=O)N3CCCCCC3)c(C)n(C)c2C)c1	99	16	3	7	95	2	-42	0.0	-2
CCOC(=O)c1sc(NC(=O)CSc2nnnn2-c2ccc(C)cc2)c(C(=O)OCC)c1C	102	-7	-17	-8	102	6	1	0.2	39
CCOC(=O)N1CCN(C(=S)Nc2ccccc2C)CC1	96	-3	-2	0	90	-1	0	-1.7	16
N/C(=N\OC(=O)c1ccc(Br)cc1)c1cccc([N+](=O)[O-])c1	104	14	6	0	103	3	8	-0.1	0
New compounds follow
SMILES	MEKK3 PB1 HTS	PHOSPHO1 inh	GPR7 antagonist	M18AAP inhibitor	MEKK2 WT-MEK5	MEKK2 mut-MEK5	FID counter	OXTR ag	NALP1 inh
Cc1ccc(-c2nc(Nc3ccccc3)n[nH]2)cc1	102	20	-9	-1	98	2	0	0.9	11
O=C(NCc1ccccc1)c1ccc(S(=O)(=O)NCc2ccco2)cc1	103	22	-8	-9	103	0	-13	1.7	25
COc1ccc(NC2(c3ccccc3)OC(=O)c3ccccc32)cc1 (stereo not given)	89	-3	-3	-1	86	-12	-24	-0.6	14
CC(=O)c1ccc(-c2nc3c4ccccc4ccn3c2C(C)=O)o1	nt	43	-2	-1	nt	nt	-1	-1.0	7
CCNS(=O)(=O)c1ccc(CCC(=O)N2CCCC2)cc1	103	-2	-3	0	98	5	-4	0.7	11
O=C(COc1ccccc1Cl)NCCNC(=O)c1ccncc1	102	49	-4	1	99	-2	-4	0.0	-7
CC(C)(C)NS(=O)(=O)c1ccc(CCC(=O)Nc2ccc3c(c2)OCO3)cc1	109	11	3	1	112	6	-10	0.1	3
Cc1c(C(=O)N(C)Cc2ccc(OC(F)F)cc2)oc2ccccc12	102	22	-2	-2	103	2	-29	-1.5	6
O=C(c1ccc(OC2CCN(Cc3ccccn3)CC2)cc1)N1CCC[C@H]1CO	103	33	1	0	111	9	-6	0.2	2
CCn1c(O)c(N=NC(=O)CNC(=O)/C=C/c2ccccc2)c2ccccc21	99	28	-9	5	103	0	-45	0.0	12
Cc1cccc(C)c1NC(=O)NC1CC2CCC(C1)N2Cc1cccs1 (stereo not given)	100	37	-6	1	109	7	-2	0.1	24
O=C(NC1CC1)c1ccc(CN(c2ccccc2)S(=O)(=O)c2ccccc2)cc1	101	42	-12	1	99	0	-26	0.1	8
COc1ccc(CN2c3cc(S(=O)(=O)N4CCOCC4)ccc3N3CCCC32)cc1 (stereo not given)	101	11	7	-4	104	7	6	1.2	12
COc1ccc(CN2CCCN(C)CC2)c(OC)c1C	106	nt	-5	-16	106	2	6	0.4	-13
CC(=O)N1CCN(Cc2nc3ccc(Cl)cc3n2CCO)CC1	101	42	-7	-6	98	-2	-6	0.0	6
C=CCn1c(NCc2ccc3c(c2)OCO3)nc2ccccc21	95	4	-13	0	97	-5	6	1.6	-8
